Source: PubChem BioAssay (several laboratories)
E coli Lon inh: E. coli protease La inhibition. purified E. coli Lon protease, fluorescence polarization. AID 602123. P0A9M0. hit rate 0.42% among 360,000. inhibition, % at 7.94 µM; in the data active means inhibition above about 13%, passing the limit was not always enough;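 further: 0% = enzyme with probe and DMSO and 100% = no enzyme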
MLLE-PAM2 inh: blocks PAM2 peptide binding to the PABP1 MLLE domain | hit rate 0.36% among 360,000 | P11940 | inhibition, % at 20 µM | AID 588489 | GST-MLLE / FITC-PAM2 fluorescence polarization; in the data active means inhibition above about 35%, passing the limit was not always enough;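 further: plate controls were DMSO wells with GST-MLLE for no effect and wells lacking GST-MLLE protein for full effect; some results filed as inactive read as strong as hits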
CSN inh: inhibitors of human CSN-mediated cullin deneddylation; Purified CSN, SCF-Nedd8-OG deneddylation, fluorescence polarization; inhibition, % at 12.5 µM; hit rate 0.38% among 360,000; AID 651999;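 active means pattern-corrected inhibition above about 35%, with an unprinted fluorescence ratio check between 0.5 and 1.5, limit read from the data, passing the limit was not always enough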;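 further: 0% = enzyme with substrate and 100% = substrate without enzyme; some results filed as inactive read as strong as hits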
Target sequence (Q92905 whole entry, looked up, one chain of several): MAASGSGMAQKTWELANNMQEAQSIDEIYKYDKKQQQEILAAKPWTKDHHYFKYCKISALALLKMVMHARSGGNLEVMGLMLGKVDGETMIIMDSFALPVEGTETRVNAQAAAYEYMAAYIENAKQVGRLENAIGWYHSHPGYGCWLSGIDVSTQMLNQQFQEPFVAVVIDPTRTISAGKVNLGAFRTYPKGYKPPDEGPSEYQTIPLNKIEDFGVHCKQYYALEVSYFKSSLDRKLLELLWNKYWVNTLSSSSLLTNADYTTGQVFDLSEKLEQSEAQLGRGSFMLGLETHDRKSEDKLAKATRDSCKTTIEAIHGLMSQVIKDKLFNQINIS
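Assay system: HEK293T-derived human Csn5 enzyme; quantity: 0.24 nM enzyme; medium: Tris/NaCl/DTT buffer, pH 7.5; also added: substrate SCFSkp2-Nedd8OG, 10 nM; doses: 12.5 µM compound; schedule: 90 min reaction at room temperature; signal: FP; read-out: % inhibition of substrate cleavage by Csn5; benchmarks: substrate-only high control, full reaction low control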
bovine MsrA act: bovine methionine sulfoxide reductase A activation | purified bovine MsrA, absorbance read-out | AID 602163 | hit rate 0.3% among 360,000 | activation, % at 10.6 µM; in the data active means activation above about 7.5%;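 further: 0% = vehicle and 100% = reference activator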
MsrA inhibitor: inhibits bovine methionine sulfoxide reductase A; inhibition, % at 15.5 µM; hit rate 0.75% among 360,000; purified bovine MsrA, absorbance read-out; in the data active means inhibition above about 4.5%;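 further: 0% = vehicle wells with enzyme and 100% = reference inhibitor wells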
FAS TE block: FAS thioesterase (human) inhibition | P49327 | recombinant FAS-TE, OMFH fluorogenic substrate, fluorescence endpoint | inhibition, % at 15 µM | hit rate 0.67% among 360,000 | AID 602261;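 active means compounds whose normalised, plate-corrected inhibition of enzyme fluorescence in the single-dose primary screen is 50% or more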;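 further: 0% = DMSO with enzyme and 100% = substrate without enzyme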
Neddylation inh: blocks human cullin neddylation. P61081+Q13564. TR-FRET cullin neddylation, biochemical. calls only at 25 µM. hit rate 0.58% among 360,000. AID 651699; in the data active means inhibition above about 36%
Target sequence (P61081 whole entry, looked up): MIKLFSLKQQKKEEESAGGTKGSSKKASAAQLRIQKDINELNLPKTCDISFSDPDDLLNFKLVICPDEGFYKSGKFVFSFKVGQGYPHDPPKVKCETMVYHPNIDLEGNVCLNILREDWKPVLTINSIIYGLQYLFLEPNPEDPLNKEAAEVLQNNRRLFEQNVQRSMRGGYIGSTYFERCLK
Target sequence (Q13564 whole entry, looked up): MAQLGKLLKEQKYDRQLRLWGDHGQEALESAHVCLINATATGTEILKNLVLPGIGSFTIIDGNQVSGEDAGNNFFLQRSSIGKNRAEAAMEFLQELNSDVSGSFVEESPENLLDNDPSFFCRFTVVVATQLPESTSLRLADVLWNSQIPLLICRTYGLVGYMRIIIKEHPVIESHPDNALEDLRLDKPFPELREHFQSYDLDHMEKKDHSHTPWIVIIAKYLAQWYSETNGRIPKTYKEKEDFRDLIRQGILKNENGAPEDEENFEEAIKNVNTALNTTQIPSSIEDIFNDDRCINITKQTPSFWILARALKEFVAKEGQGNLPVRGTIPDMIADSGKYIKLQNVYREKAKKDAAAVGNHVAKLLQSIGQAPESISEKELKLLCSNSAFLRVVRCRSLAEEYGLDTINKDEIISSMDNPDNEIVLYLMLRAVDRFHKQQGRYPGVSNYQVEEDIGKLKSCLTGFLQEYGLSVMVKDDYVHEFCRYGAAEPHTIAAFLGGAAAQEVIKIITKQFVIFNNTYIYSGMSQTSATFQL
TbMetRS inhib: blocks T. brucei methionyl-tRNA synthetase activity; purified T. brucei MetRS, ATP depletion, Kinase-Glo luminescence; hit rate 0.4% among 360,000; inhibition, % at 11.9 µM;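 active means inhibition above a per-plate cutoff of the control wells' mean inhibition plus 3 SD, cut at about 5.5% in these data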;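 further: 0% = DMSO wells median and 100% = median of wells with control inhibitor compound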
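Measured by: Kinase-Glo luciferase luminescence reporting remaining unconsumed ATP. Material: purified T. brucei MetRS enzyme. Doses: 11.9 µM compound single dose, 0.9% DMSO. Medium: HEPES buffer containing pyrophosphatase, BSA, spermine, DTT. Times: 15 min preincubation, 2 h reaction, all 25 °C. Reagent: methionine, ATP and bulk E. coli tRNA.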
Rin1 Abl inh: human Rin1-Abl interaction inhibition; TR-FRET Rin1/Abl binding, biochemical; inhibition, % at 7.35 µM; hit rate 0.4% among 360,000; AID 588664; in the data active means inhibition above about 5%, passing the limit was not always enough
An asterisk follows results filed as active; i = inactive; / = no result given.

SMILES	E coli Lon inh	MLLE-PAM2 inh	CSN inh	bovine MsrA act	MsrA inhibitor	FAS TE block	Neddylation inh	TbMetRS inhib	Rin1 Abl inh
CCOc1ccc(CCNS(=O)(=O)c2ccc(-c3ccc(=O)[nH]n3)o2)cc1OCC	3	-9	6	-3	0.5	-6	i	-0.4	-2
CCCC(=O)Oc1ccc(-c2nccc(C(OC)OC)n2)cc1	-3	10	-2	-1	1.7	-1	i	-0.1	3
CCOc1ccccc1N1CC(C(=O)Nc2ccc(C(=O)O)cc2)CC1=O (stereo not drawn)	0	-8	1	-1	0.0	-5	i	-1.0	0
COC(=O)c1cc(S(=O)(=O)NCC2CCN(Cc3ccc(Cl)cc3)CC2)cn1C	-8	-4	-1	-8	-1.5	-6	i	0.9	1
Cc1ccc(C2=NNC(c3cccc(F)c3)S2)cc1 (stereo not drawn)	9	33	-2	-3	3.3	6	i	-0.2	-2
O=C(Cn1c(=O)c2cccn2c2ccccc21)Nc1ccc(F)cc1F	-20	-58	4	-3	-0.3	0	i	-0.1	-3
Cc1ccccc1-c1cc(C(=O)NCc2ccco2)nn1CC1CC(c2cccc([N+](=O)[O-])c2)=NO1 (stereo not drawn)	5	-1	-4	-4	-0.5	26	i	-0.3	-1
CC(C)C(NS(=O)(=O)c1cccs1)C(=O)NCc1ccc2c(c1)OCO2 (stereo not drawn)	-1	3	5	0	-0.9	-4	i	-0.3	0
Cc1cccc(NC(=O)c2ccc(S(=O)(=O)N3CCCC3)cc2)c1C	1	3	3	-2	-1.1	1	i	-0.6	2
COC(=O)c1cc(=O)n(CCc2ccc(OC)cc2)c(=Nc2ccc(F)c(Cl)c2)s1	1	5	0	-7	1.6	11	i	-1.5	-2
O=C(NCc1ccccc1Cl)C(=O)NCC(c1ccco1)N1CCOCC1 (stereo not drawn)	0	5	1	-1	-1.1	-5	i	-0.8	-2
O=C(COc1ccc(Cl)cc1)NNC(=O)C(=O)NC1CCCCC1	-11	1	-3	-6	-0.2	-9	i	-0.5	-2
Cc1ccccc1CSCC(=O)N/N=C/c1cccs1	-10	6	2	-6	0.0	-6	i	-1.7	0
OCCC1CN(Cc2ccc(Oc3ncccn3)cc2)CCN1CCc1ccccc1 (stereo not drawn)	1	-1	-8	-1	-1.2	-7	i	-0.6	-3
CCOC(=O)C(C)Oc1cccc2c(=O)n(CC(=O)NCc3ccccc3)ccc12 (stereo not drawn)	-5	2	-3	-3	0.6	-2	i	0.2	-4
Cc1ccc(CNC(=O)COC(=O)c2ccc(S(=O)(=O)N3CCCC3)cc2)cc1	-2	3	4	-6	-0.7	0	i	-0.4	-1
CCc1ccc(CN(Cc2cccnc2)C(=O)/C=C/c2ccc(OC)cc2)cc1	-55	-122	26	-5	1.7	1	i	-0.4	-1
O=C(O)c1ccc2c(c1)C(=O)N(c1ccc(Nc3ccccc3)cc1)C2=O	2	4	6	1	3.0	1	i	-0.1	1
COc1ccc(C)cc1NC(=O)CNCc1cccs1	5	-14	-4	0	1.1	0	i	0.0	0
CNC(=O)C[C@H]1C(=O)N(CCc2ccccc2)C[C@@H]1Cc1ccccc1	1	8	0	-1	0.8	-3	i	-1.2	-2
CCOc1ccc(C(=O)N[C@H](C(=O)Nc2cccc(S(=O)(=O)N3CCOCC3)c2)C(C)C)cc1	-2	-25	-4	-1	2.5	-11	i	0.2	0
CCN1C(=O)CSC1=Nc1ccccc1Cl	4	-2	-2	1	0.8	-2	i	-1.5	-3
Cc1noc(/C=C/N(C)C)c1S(=O)(=O)N1CCC(C(=O)Nc2ccc(Cl)cc2)CC1	-49	2	1	-6	0.6	14	i	-0.1	1
CCOC(=O)c1sc(-c2cccc([N+](=O)[O-])c2)cc1N	0	-11	11	-4	3.2	6	i	-0.9	5
FC(F)(F)C1=NNC(c2ccc3ccccc3c2)=NN1	3	21	0	-3	-0.7	-3	i	0.6	7
CCOC(=O)C(C)Oc1ccc2c(-c3cccc([N+](=O)[O-])c3)cc(=O)oc2c1 (stereo not drawn)	3	1	-2	-2	0.2	19	i	-1.0	-3
COC(=O)N/N=C(\C)c1ccc(-n2ccnc2)cc1	-8	-7	-5	-2	-0.9	-2	i	-0.2	3
CC(C)N(Cc1nc(-c2ccccc2)no1)C(=O)c1ccc(Cl)cc1	-1	-6	1	-5	0.5	30	i	-0.8	1
CCn1c(CNC(C)=O)nnc1SCC(=O)c1ccc(Br)cc1	0	17	3	-8	-0.6	-10	i	-1.7	4
O=C1NC2(CCCCC2)C(=O)N1CC(=O)N1CCc2ccccc21	-12	-37	-5	-13	0.6	-8	i	-0.4	3
O=C(COC(=O)c1ccc(O)cc1O)NC1CC1	-4	12	1	-1	-0.3	-8	i	-0.5	-1
CC(C)C(c1nnnn1Cc1cccs1)N1CCN(C2CCCC2)CC1 (stereo not drawn)	-3	1	31	-6	0.0	-7	i	0.2	-4
Cc1ccc(SCCN2CCC(C(C)(C)C)CCC2=O)cc1 (stereo not drawn)	-3	0	0	-9	-0.7	20	i	-0.5	2
Cc1ccc(S(=O)(=O)Oc2ccc(/C=C3/N=C(c4ccccc4)OC3=O)cc2)cc1	-10	9	5	-4	-0.2	54*	i	-0.1	0
Nc1c(-c2ccc(Cl)cc2)cnc2ncnn12	-9	-5	3	2	-0.2	-7	i	-0.2	-3
CC(C)OP(=O)(OC(C)C)C(O)c1ccc2c(c1)OCO2 (stereo not drawn)	2	6	0	-5	-0.3	-5	i	-0.2	-1
O=C1[C@H]2[C@@H](c3ccccc3)N[C@]3(CCCN(Cc4ccc(Br)cc4)C3=O)[C@H]2C(=O)N1Cc1ccccc1	-3	7	5	-8	-0.2	24	i	-0.7	2
Cc1ccc(S(=O)(=O)NCCC(=O)OCC(=O)NC(=O)c2cccn2C)cc1	-14	-14	0	-3	-1.4	-5	i	-1.1	0
Cc1ccc(S(=O)(=O)Nc2cc(-c3nn(C)c(=O)c4ccccc34)ccc2N2CCOCC2)cc1	-3	-10	-3	-5	0.8	27	i	-0.7	1
CC1CCCCN1C(=O)CSc1nnc(CSc2ncccn2)n1C (stereo not drawn)	-1	17	3	-6	1.1	-8	i	-0.7	5

Entries of single compounds, quoted from the list.
Shown for CC(C)OP(=O)(OC(C)C)C(O)c1ccc2c(c1)OCO2 (stereo not drawn) : E coli Lon inh: 2; MLLE-PAM2 inh: 6; CSN inh: 0; bovine MsrA act: -5; MsrA inhibitor: -0.3; FAS TE block: -5; Neddylation inh: i; TbMetRS inhib: -0.2; Rin1 Abl inh: -1
Shown for O=C(Cn1c(=O)c2cccn2c2ccccc21)Nc1ccc(F)cc1F : E coli Lon inh: -20; MLLE-PAM2 inh: -58; CSN inh: 4; bovine MsrA act: -3; MsrA inhibitor: -0.3; FAS TE block: 0; Neddylation inh: i; TbMetRS inhib: -0.1; Rin1 Abl inh: -3

The results go on.
SMILES	E coli Lon inh	MLLE-PAM2 inh	CSN inh	bovine MsrA act	MsrA inhibitor	FAS TE block	Neddylation inh	TbMetRS inhib	Rin1 Abl inh
COc1ccccc1/C=C/CN1CCCC(CO)(CCc2ccccc2)C1 (stereo not drawn)	-1	-3	4	-1	1.7	1	i	-1.7	-2
Cc1ccc(OCc2nnc(SCC(=O)Nc3ncc(C)s3)o2)cc1	-2	-5	-3	-2	-0.1	-1	i	0.5	-1
O=C(O)c1ccc(Cl)cc1NC(=O)C1CCCO1 (stereo not drawn)	-9	3	4	-3	0.9	-9	i	0.1	-1
CCCCN(C(=O)CSc1ncnc2sccc12)c1c(N)n(Cc2ccccc2)c(=O)[nH]c1=O	6	1	-2	2	-0.5	3	i	-0.2	0
COC(=O)c1cc(NC(=O)c2c(Cl)nc3sccn23)cc(C(=O)OC)c1	1	3	0	0	0.0	0	i	-0.3	-5
CCCc1cc(=O)[nH]c(SCCOc2ccc(OCC)cc2)n1	7	6	-4	-12	-0.2	3	i	-0.8	-3
O=C(O)c1ccccc1-c1ccccc1C(=O)NNc1ccccc1	-2	12	4	-2	0.0	-8	i	-0.8	-2
Cc1cccc(C(=O)OCC(=O)c2ccc3c(c2)OCCO3)c1O	-11	-9	-1	-4	1.2	31	i	-0.3	-2
CCCn1nc(C(=O)OCC(=O)c2ccc3c(c2)NC(=O)CO3)c2ccccc2c1=O	0	-2	8	1	-1.1	6	i	-0.6	3
C/C(=N\NC(=O)Cc1ccccc1Cl)c1cccnc1	-11	-2	1	-4	-0.5	-2	i	-0.3	2
NC(=O)c1nc(C(=O)N2CCCCC2)c2ccccc2n1	-5	16	-5	-1	0.0	-14	i	0.2	-2
CCC(=O)Nc1nnc(SCc2ccc(F)cc2)s1	-8	-104	-3	0	-0.6	-3	i	-0.8	-2
COc1cccc(N(CC(=O)NC2CC3CCC2C3)S(=O)(=O)c2ccccc2)c1 (stereo not drawn)	4	12	2	-2	0.3	12	i	-0.2	2
CNC(=S)NNC(=O)Cc1ccccc1	-10	-2	-4	-7	-0.4	-9	i	-0.6	-3
CC(NC(=O)CNC(=O)C1O[C@@H]2OC(C)(C)O[C@@H]2[C@H]2OC(C)(C)O[C@@H]12)C(=O)O (stereo partly drawn)	-4	8	3	-10	-0.8	-1	i	-0.3	2
Cc1ccc(CN2CCN(/N=C/c3ccc(C(=O)O)cc3)CC2)cc1	-4	1	-7	-4	0.6	-8	i	-0.2	0
CN(Cc1ccccc1)S(=O)(=O)c1ccc(NC(=O)c2ccccc2C(=O)O)cc1	6	-1	4	-6	0.9	-1	i	1.2	0
COc1ccc(NC(=O)CN(C)S(=O)(=O)c2cnc[nH]2)cc1OC	-10	0	-5	-3	0.0	-4	i	-0.1	1
CN(C(=O)CSc1nnc(-c2ccc(OC(F)F)cc2)n1N)C1CCS(=O)(=O)C1 (stereo not drawn)	11	-95	-3	-7	-0.4	-6	i	-0.6	4
Cc1ccc(-c2cc(C(=O)N/N=C/c3c(C)nn(-c4ccccc4)c3C)[nH]n2)cc1	7	2	-2	-5	0.9	3	i	-1.4	-1
Cc1onc(-c2ccccc2)c1-c1ccnn1C(=O)NC(C)C	6	-3	-1	-8	-1.1	5	i	0.1	-2
CC(C)NC(=O)c1ccccc1NC(=O)/C=C/c1cccc([N+](=O)[O-])c1	7	2	3	2	0.7	-2	i	1.6	-1
Cc1ccccc1C(=O)OCC(=O)NCc1ccco1	7	-6	-1	-10	-1.3	-7	i	-0.1	-3
O=C(NCCCn1ccnc1)C1CC2CCC1C2 (stereo not drawn)	2	-1	4	-6	-1.0	-4	i	0.1	-1
CCOC(=O)/C(C#N)=C1/C=CN(c2ccccc2)C=N1	-7	2	-2	-8	5.6*	0	i	-0.1	0
CCOC(OCC)c1cn(Cc2ccc(C(=O)c3ccccc3)cc2)nn1	1	14	-4	-2	-0.3	-11	i	-0.4	5
CO[C@@H]1CN(C)C(=O)c2ccc(NC(=O)C3CCCC3)cc2OC[C@@H](C)N(Cc2ccc(F)cc2)C[C@H]1C	/	/	1	/	0.2	/	i	-0.7	/
Cc1ccc(C)n1/N=C1/NC(=O)CS1	-21	5	46*	-6	2.0	-9	i	-0.4	4
CCN1CCN(C(c2ccccc2)c2nnnn2Cc2ccc(OC)cc2)CC1 (stereo not drawn)	-6	2	8	-2	2.1	-5	i	-0.3	1

An excerpt from above in order of SMILES length, highest first.
SMILES	E coli Lon inh	MLLE-PAM2 inh	CSN inh	bovine MsrA act	MsrA inhibitor	FAS TE block	Neddylation inh	TbMetRS inhib	Rin1 Abl inh
CC(C)NC(=O)c1ccccc1NC(=O)/C=C/c1cccc([N+](=O)[O-])c1	7	2	3	2	0.7	-2	i	1.6	-1
Cc1ccccc1C(=O)OCC(=O)NCc1ccco1	7	-6	-1	-10	-1.3	-7	i	-0.1	-3
Cc1ccc(C)n1/N=C1/NC(=O)CS1	-21	5	46*	-6	2.0	-9	i	-0.4	4
